D1 antagonist – Antagonist of Human D 1 Dopamine Receptor: qHTS. D(1A) dopamine receptor (Homo sapiens), P21728. HEK293 TREx D1 cells, calcium flux, dopamine EC80; active compounds read low. activity change, negative = inhibition, % at 10 µM. hit rate 3.2% among 360,000; in the data active = activity change below about -30%; note: % is set by controls: 0 for no effect and ±100 for the full control effect
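Calcium flux readout: force-coupled, inducible Hek293 Trex D1 line, cells induced overnight at 30 C with tetracycline, dye-loaded 30–90 min at RT. Antagonism scored against EC80 dopamine challenge given 180 s after compound.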
D2 antagonist – HTS Assay for Allosteric Antagonists of the Human D2 Dopamine Receptor: Primary Screen for Antagonists; D(2) dopamine receptor (Homo sapiens), P14416; HEK293 TREx D2 cells, calcium flux, dopamine EC80; inhibition, % at 10 µM; hit rate 2% among 340,000; AID 485344, 2010; in the data active = inhibition above about 30%; note: 0% is about no effect
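Calcium flux kinetic readout in an inducible HEK293 TREx D2 line plated overnight at 30 C. After 180 s compound exposure, an EC80 dopamine challenge follows with another 180 s kinetic read to detect antagonism.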
RXFP1 agonist – qHTS Assay for Agonists of the Relaxin Receptor RXFP1; Relaxin receptor 1 (Homo sapiens), Q9HBX9; HEK293T-RXFP1 cAMP TR-FRET, 30 min; response scale: percent of porcine relaxin response, buffer zero; Potency, µM (series often up to 57.5 µM), without a hit: top-dose activation, hits mostly activators; hit rate 0.3% among 370,000; AID 2676, 2010; active = well fitted activation curve with a large enough effect; note: potency is the fitted concentration of half-maximal effect; % is set by controls: 0 for no effect and ±100 for the full control effect; nearly all actives have a fitted effect of over 60% in size; many of its hits are not listed in these tables
Target sequence (Q9HBX9 whole entry, looked up): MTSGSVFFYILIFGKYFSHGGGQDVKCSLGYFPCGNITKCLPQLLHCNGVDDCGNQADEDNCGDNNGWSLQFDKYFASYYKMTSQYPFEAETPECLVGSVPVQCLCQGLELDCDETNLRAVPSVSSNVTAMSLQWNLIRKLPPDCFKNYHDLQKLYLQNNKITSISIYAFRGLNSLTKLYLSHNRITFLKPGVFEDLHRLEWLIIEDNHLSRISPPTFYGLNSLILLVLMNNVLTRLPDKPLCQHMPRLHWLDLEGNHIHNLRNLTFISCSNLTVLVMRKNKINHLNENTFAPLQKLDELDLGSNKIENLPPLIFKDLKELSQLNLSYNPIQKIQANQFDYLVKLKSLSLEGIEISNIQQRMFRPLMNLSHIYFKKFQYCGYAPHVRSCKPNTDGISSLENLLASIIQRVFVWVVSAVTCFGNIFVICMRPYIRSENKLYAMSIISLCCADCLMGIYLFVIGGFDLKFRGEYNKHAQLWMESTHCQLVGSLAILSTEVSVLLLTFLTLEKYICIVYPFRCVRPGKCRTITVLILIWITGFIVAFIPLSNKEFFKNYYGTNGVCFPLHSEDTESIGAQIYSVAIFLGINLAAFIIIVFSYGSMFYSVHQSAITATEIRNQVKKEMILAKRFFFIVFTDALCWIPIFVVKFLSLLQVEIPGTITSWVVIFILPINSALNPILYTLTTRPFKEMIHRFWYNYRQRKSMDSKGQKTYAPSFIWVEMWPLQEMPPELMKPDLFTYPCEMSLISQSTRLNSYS
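cAMP rise read by TR-FRET after 30 min, 37C compound exposure (up to 58 uM) in RXFP1-transfected HEK293 cells with Ro 20174 present. EC50 from Hill-equation fits, with 29 nM porcine relaxin as 100% and buffer as basal.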
D2 ag – HTS Assay for Allosteric Agonists of the Human D2 Dopamine Receptor: Primary Screen for Agonists | D(2) dopamine receptor (Homo sapiens), P14416 | HEK293 T-REx D2 cells, calcium flux agonist mode | activation, % at 2 µM | hit rate 0.53% among 340,000 | AID 485358, 2010;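 active = activation over 3 SD above normal in the single-dose calcium agonist read, cut at about 30% in these data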; note: 0% is about no effect
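HEK293 Trex D2 cells, tetracycline-induced, o/n 30 C 5% CO2; no-wash Ca dye, RT 30–90 min; 10-cycle baseline, 23 nl cpd added, kinetic Ca read 180 s; agonist hits = positive Ca response.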
D1 potentiator – Potentiators of Human D1 Dopamine Receptor: qHTS; D(1A) dopamine receptor (Homo sapiens), P21728; HEK293 TREx D1 cells, calcium flux, dopamine EC20 potentiation; potentiation, % at 10 µM; hit rate 0.036% among 360,000; AID 504651, 2011; in the data active = potentiation above about 30%; note: 0% is about no effect
D2 PAM – HTS Assay for Positive Allosteric Modulators of the Human D2 Dopamine Receptor: Primary Screen for Potentiators. HEK293 T-REx D2, calcium flux, EC20 dopamine potentiation. potentiation, % at 10 µM. hit rate 0.34% among 340,000. D(2) dopamine receptor (Homo sapiens), P14416;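 active = potentiation over 3 SD above the plate norm, cut at about 30% in these data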; note: 0% is about no effect
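Calcium flux readout, no-wash dye, 1 read/s. Inducible HEK293 Trex D2 line, overnight 30 C. Compound alone 180 s (agonist flags), then EC20 dopamine, another 180 s to score potentiation.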
TRHR enhancer – qHTS for Small Molecule Agonists and Allosteric Enhancers of Human TRH Receptor: Primary Screen for Enhancers. TRHR cells, fluo-8 calcium fluorescence, EC20 TRH enhancement. enhancement, % at 2 µM. hit rate 0.66% among 360,000. AID 493056, 2011; in the data active = enhancement above about 30%; note: 0% is about no effect
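Enhancer read-out: after compound pinning and an initial kinetic agonist-mode read, an EC20 of TRH (10 nM final) was injected and fluo-8 calcium signal (Ex 480/Em 530) followed at 1 s/cycle for 100 cycles in TRHR-expressing cells.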
D1 ag – Allosteric Agonists of the Human D1 Dopamine Receptor: qHTS; HEK293 T-REx D1 cells, calcium flux, agonist mode; activation, % at 2 µM; hit rate 1% among 360,000; D(1A) dopamine receptor (Homo sapiens), P21728; AID 504660, 2011; in the data active = activation above about 30%; note: 0% is about no effect
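Tetracycline-induced HEK293 TREx D1 cells, force-coupled to calcium signalling, were dye-loaded with a no-wash calcium kit. Compound was pin-added after a 10 s baseline. Fluorescence was read kinetically at 1 cycle/s for 180 s, with calcium rises flagged as agonism.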
RXFP1 antagonist – qHTS Assay for Antagonists of the Relaxin Receptor RXFP1; Relaxin receptor 1 (Homo sapiens), Q9HBX9; HEK293-RXFP1, relaxin-stimulated cAMP HTRF, 30 min; active compounds read low; activity change, negative = inhibition, % at 57.5 µM; hit rate 0.59% among 350,000; AID 1259400, 2018;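 active = activity change of -60% or lower, but not beyond a set lower limit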; note: % is set by controls: 0 for no effect and ±100 for the full control effect
* marks the source's active call; other numbers are inactive results; · = no result given. This is a subset (hit frequency here may not be typical).

No.	SMILES	D1 antagonist	D2 antagonist	RXFP1 agonist	D2 ag	D1 potentiator
1	CC(C)Oc1cccc(C(=O)Nc2ccc(N3CCN(S(C)(=O)=O)CC3)cc2)c1	24	-27	-2.4%	-0.2	5
2	CCn1cc2nc(SCc3cccc(C(F)(F)F)c3)n(CCc3ccccc3)c(=O)c2n1	13	·	-0.7%	2.1	2
3	Cc1cc(=O)[nH]c(SCc2csc(-c3ccccc3)n2)n1	-14	-3	8.2%	0.3	-3
4	O/N=C/c1ccc2ccccc2n1	0	-13	0.0%	0.6	-2
5	CCn1cc(CN2CCC(C(=O)Nc3cccc(-c4cccc(OC)c4)c3)CC2)c(C)n1	13	16	3.7%	0.3	-5
6	CCn1cc(CN2CCC(C(=O)Nc3ccc(Oc4ccccc4F)cc3)CC2)c(C)n1	-4	-1	-3.0%	1.7	-10
7	COc1nc(N/N=C/c2ccccc2F)nc(N2CCCCC2)n1	5	14	0.4%	1.2	5
8	CCCCCc1ccc(-c2ccc(OC)cc2)nc1	10	3	-0.3%	1.3	8
9	COc1ccc(Nc2ncc(C#N)c(N)n2)c(OC)c1	-9	0	-21%	0.0	0
10	CCOc1ccc(C(=O)N[C@H](C(=O)Nc2cccc(S(=O)(=O)N3CCCCC3)c2)C(C)C)cc1	5	-9	1.1%	-1.1	-5
11	O=C(CC1NCCNC1=O)Nc1ccccc1 (configuration not stated)	4	-4	0.7%	1.0	-7
12	CCCCn1c(N)c(N(CCC(C)C)C(=O)C2CC(=O)N(c3ccc(OC)cc3OC)C2)c(=O)[nH]c1=O (configuration not stated)	-3	-11	0.2%	1.2	-5

No.	D2 PAM	TRHR enhancer	D1 ag	RXFP1 antagonist
1	1	4	2	9
2	0	-10	21	·
3	4	2	1	-8
4	6	-2	0	-18
5	-13	2	4	-8
6	0	0	20	-5
7	-8	-9	3	-24
8	7	0	2	-17
9	-9	2	3	2
10	-1	0	5	-4
11	6	2	1	-2
12	11	-3	1	-16

Reformatted: results already given
entry	Structure	D1 antagonist	D2 antagonist	RXFP1 agonist	D2 ag	D1 potentiator	D2 PAM	TRHR enhancer	D1 ag	RXFP1 antagonist
8	CCCCCc1ccc(-c2ccc(OC)cc2)nc1	10	3	-0.3%	1.3	8	7	0	2	-17
9	COc1ccc(Nc2ncc(C#N)c(N)n2)c(OC)c1	-9	0	-21%	0.0	0	-9	2	3	2

(continued)
No.	SMILES	D1 antagonist	D2 antagonist	RXFP1 agonist	D2 ag	D1 potentiator
13	CC1=C(C(=O)OC(C)C)C(c2ccc(Br)s2)NC(=O)N1C (configuration not stated)	-16	-12	0.0%	0.3	-2
14	CCOCCCNC(=O)C1CCCN(S(=O)(=O)c2cccc3nsnc23)C1 (configuration not stated)	5	-8	-0.8%	-0.2	-3
15	Cc1cccc(N(CC(=O)NC(C)(C)C)C(=O)CS(=O)CC(=O)Nc2ccc3c(c2)OCO3)c1 (configuration not stated)	8	-2	-0.7%	-0.1	-4
16	CC1=C(C(N)=O)C(c2ccc(Br)cc2)n2nc(CCCO)nc2N1 (configuration not stated)	0	22	3.8%	0.5	-11
17	COc1cc2c(cc1OC)[C@H](C)N(C(=O)CSc1nc(O)c(C(C)C)c(=O)[nH]1)CC2	-7	0	2.3%	-0.7	-1
18	COc1ccccc1N(C)S(=O)(=O)c1ccc(C(=O)OCC(=O)Nc2ccccc2F)cc1	-12	16	-2.4%	2.4	-1
19	CCn1c(=O)cc(OCC(=O)NCc2ccccc2Cl)c2ccccc21	-12	·	-0.4%	-1.9	1
20	Cc1ccc(CCNC(=O)c2ccc3c(c2)N(Cc2cccc(Cl)c2)C(=O)c2ccccc2S3(=O)=O)cc1	-3	·	2.2%	0.3	-1
21	CC(C)OP(=O)(c1ccc(N(C)C)cc1)C(O)c1ccc(Br)cc1 (configuration not stated)	3	-19	1.4%	-0.4	0
22	COC(=O)Nc1sc2c(c1C(=O)NCc1ccco1)CCCC2	-11	-46	-1.4%	0.1	-2
23	CCC(=O)Nc1cc(C(=O)O)ccc1Sc1ccc(C)cc1	-7	9	-0.6%	0.9	-3
24	O=C(Nc1nc2nccc(-c3ccccc3)n2n1)C(Cl)(Cl)Cl	-7	4	4.2%	-2.7	-5

No.	D2 PAM	TRHR enhancer	D1 ag	RXFP1 antagonist
13	12	3	2	-3
14	-12	6	1	-3
15	3	-2	1	2
16	-2	-1	4	1
17	-5	0	1	·
18	-18	3	14	-3
19	14	-8	-1	·
20	13	-1	5	-7
21	-1	4	0	0
22	-10	5	5	-6
23	-3	16	3	-4
24	13	3	1	-8

Gathered by group: the compounds so far containing an aryl thioether with sulfur outside any ring
No.	SMILES	D1 antagonist	D2 antagonist	RXFP1 agonist	D2 ag	D1 potentiator
2	CCn1cc2nc(SCc3cccc(C(F)(F)F)c3)n(CCc3ccccc3)c(=O)c2n1	13	·	-0.7%	2.1	2
3	Cc1cc(=O)[nH]c(SCc2csc(-c3ccccc3)n2)n1	-14	-3	8.2%	0.3	-3
17	COc1cc2c(cc1OC)[C@H](C)N(C(=O)CSc1nc(O)c(C(C)C)c(=O)[nH]1)CC2	-7	0	2.3%	-0.7	-1
23	CCC(=O)Nc1cc(C(=O)O)ccc1Sc1ccc(C)cc1	-7	9	-0.6%	0.9	-3

No.	D2 PAM	TRHR enhancer	D1 ag	RXFP1 antagonist
2	0	-10	21	·
3	4	2	1	-8
17	-5	0	1	·
23	-3	16	3	-4

More entries:
No.	SMILES	D1 antagonist	D2 antagonist	RXFP1 agonist	D2 ag	D1 potentiator
25	COc1cccc(NC(=O)c2cc(-c3ccc(C)o3)nc3ccccc23)c1	10	-3	1.5%	0.2	-2
26	COc1ccc(C(=O)N2CCC(c3ccncc3)CC2)cc1OC	-2	·	-0.5%	·	-2
27	CCN(CC)CCCn1c(SCC(=O)Nc2cccc(F)c2)nnc1-c1ccoc1C	7	-5	-1.7%	-2.3	2
28	Cc1ccccc1NC(=O)COc1coc(CN2CCN(c3ccccc3)CC2)cc1=O	-1	9	0.0%	55*	0
29	COc1ccc(C(=O)N2CCN(C(=O)Cc3ccccc3)CC2)cc1OC	-14	14	0.0%	0.1	-4
30	Cc1ccc(N2C(=O)C(O)(C(F)(F)F)C3=C2CC(C)(C)CC3=O)cc1C (configuration not stated)	1	·	-1.3%	·	1
31	CCOc1ccc(NC(=O)CN2CCSc3ccc(S(=O)(=O)N4CCCC4)cc32)cc1	-20	·	2.9%	0.1	-1
32	CC(C)(C)OC(=O)CC(=O)NNC(=O)c1nc2ccccc2[nH]1	-16	·	·	·	3
33	CN(CC(=O)Nc1ccccc1Cl)C(=O)c1cccc(S(=O)(=O)N2CCN(c3ccc(F)cc3)CC2)c1	-17	2	-2.8%	-0.6	-5
34	COc1ccc(/C=C/C(=O)Nc2ccccc2C(F)(F)F)cc1	-5	5	0.1%	-1.3	5
35	Cc1c(NC(=O)Nc2cc(Cl)ccc2Cl)c(=O)n(-c2ccccc2)n1C	13	·	0.7%	·	4
36	Nc1c(-c2cccc(Cl)c2)cnn1-c1cccc(C(F)(F)F)c1	-9	1	1.4%	0.2	-5

No.	D2 PAM	TRHR enhancer	D1 ag	RXFP1 antagonist
25	13	0	6	2
26	7	9	4	4
27	11	5	2	-3
28	-15	-5	-1	-7
29	-8	-6	1	-11
30	·	-2	3	11
31	-7	-1	2	·
32	·	4	0	·
33	1	-4	0	2
34	4	5	-2	-11
35	-5	-3	2	6
36	2	5	3	13

Another view of part of the listing above.
Every second line gives: D1 antagonist	D2 antagonist	RXFP1 agonist	D2 ag	D1 potentiator	D2 PAM	TRHR enhancer	D1 ag	RXFP1 antagonist
[29] COc1ccc(C(=O)N2CCN(C(=O)Cc3ccccc3)CC2)cc1OC
    -14	14	0.0%	0.1	-4	-8	-6	1	-11
[8] CCCCCc1ccc(-c2ccc(OC)cc2)nc1
    10	3	-0.3%	1.3	8	7	0	2	-17

Later entries.
No.	SMILES	D1 antagonist	D2 antagonist	RXFP1 agonist	D2 ag	D1 potentiator
37	COc1cc(/C=C2/NC(=O)N(Cc3ccccc3F)C2=O)ccc1O	8	-13	0.4%	-0.5	-3
38	CC(=O)Nc1cc(-c2nn(CC(=O)N3CCCCC3)c(=O)c3ccccc23)ccc1N1CCOCC1	2	-9	1.1%	-0.2	5
39	Cc1ccc(C)c(N2CCN(S(=O)(=O)c3cc4c(cc3C)NC(=O)CO4)CC2)c1	-1	-5	3.5%	-0.7	-12
40	CC(C)N1C(=O)CC2(CC[N+](C)(CCOC(=O)C(c3ccccc3)c3ccccc3)CC2)C1=O (configuration not stated)	-7	13	0.1%	-0.3	1
41	C/C=C(/C)C(=O)Nc1cccc(C2=NOC3(C2)C[C@H](C(N)=O)N(C(=O)c2ccccc2)C3)c1 (some centres not stated)	-1	17	-2.3%	0.2	-3
42	Cc1nc2scc(-c3ccccc3)c2c(=O)n1N	-3	-25	-1.5%	1.2	-1
43	Nc1cc(=O)[nH]c(SCC(=O)N2CCN(S(=O)(=O)c3ccc4ccccc4c3)CC2)n1	-14	·	-1.2%	·	-1
44	O=C(CN1C(=O)c2ccccc2S1(=O)=O)Nc1ccccc1	-2	-7	2.2%	-2.3	4
45	CC(=O)NC1=NN(C(C)=O)C(C)(c2ccc(Br)cc2)S1 (configuration not stated)	3	9	-1.0%	1.2	-4
46	COc1ccc(Cc2nnc(SCC(=O)Nc3ncc(C)s3)o2)cc1	7	-2	2.5%	-0.4	0
47	COc1cccc(C(=O)CC(C(=O)O)c2ccc(F)cc2)c1 (configuration not stated)	5	·	0.3%	·	-4
48	Cc1ccc(C)c(N2CCN(C(=O)c3cc(S(=O)(=O)N4CCCCC4)cn3C)CC2)c1	-18	·	-2.8%	0.7	-1
49	CC1=C(C(=O)Nc2ccccn2)C(c2ccc(Br)cc2)NC(=S)N1 (configuration not stated)	-7	-4	0.2%	1.8	-4

No.	D2 PAM	TRHR enhancer	D1 ag	RXFP1 antagonist
37	0	-1	10	-11
38	-1	6	0	-1
39	-6	2	7	-8
40	-1	-8	0	·
41	3	-2	3	·
42	-3	2	0	1
43	-1	-2	-4	-21
44	12	-8	0	-6
45	2	8	14	-19
46	-1	5	7	11
47	·	6	3	-6
48	-4	-2	4	·
49	-3	0	3	-15

Source: PubChem BioAssay
